CHO-K1 Ca ag – counter-screen for M1 agonists: effect in parental CHO-K1 cells | activation, % at 3 µM | Fluo-8 calcium fluorescence; scaled to maximal ATP response, vehicle zero | AID 602248 | hit rate 0.48% among 360,000; in the data active = activation above about 15%;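 note: untransfected CHO-K1 host cells lacking M1 receptor as counterscreen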
TAAR1 ag – human TAAR1 agonism; Q96RJ0; CHO RD-HGA16 TAAR1, Fluo-8 calcium fluorescence; vehicle wells 0%, saturating PEA agonist 100%; activation, % at 3 µM; hit rate 0.99% among 360,000; AID 624467;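 active = activation above the mean activation of all test compounds in the run plus 3 SD, cut at about 38% in these data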
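Assay system: CHO-derived RD-HGA16 cells with stable Gα16 and human TAAR1; timing: 17-24 h seeding, 75 min 37 °C dye, 30 min RT; read-out: % activation from peak over basal fluorescence ratio, DMSO-to-PEA scaled; measured by: kinetic Fluo-8 calcium fluorescence; benchmarks: low control DMSO, high control PEA (EC100); doses: 3 µM single concentration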
CHO-K1 Ca antag – M1 antagonist counterscreen hit in parental CHO-K1 cells; hit rate 0.6% among 360,000; AID 602250; inhibition, % at 3 µM; ATP-induced calcium, Fluo-8 fluorescence;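 active = inhibition above a per-plate cutoff, the plate's mean sample inhibition plus 3 SD, cut at about 24% in these data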;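 note: 0% = DMSO plus EC80 ATP and 100% = DMSO alone without ATP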
CHO-K1 Ca PAM – nonselective activator or artifact in parental CHO-K1 calcium assay; ATP EC20, Fluo-8 calcium fluorescence; 0% at ATP EC20, 100% at ATP max; activation, % at 3 µM; hit rate 0.02% among 360,000; AID 602247;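 active = activation above the run cutoff, the mean activation of all test compounds plus 3 SD, cut at about 40% in these data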;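 note: peak over basal fluorescence ratio in a 140 s read after ATP addition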
CHO parental Ca – counter-screen: ATP calcium response change in parental CHO cells; parental CHO-K1, ATP-induced calcium, Fluo-8 fluorescence; inhibition, % at 5.6 µM; hit rate 0.63% among 330,000; AID 463079;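 active = inhibition above that plate's mean sample inhibition plus 3 SD, cut at about 26% in these data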;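 note: 0% = ATP-challenged DMSO wells and 100% = DMSO wells without ATP; some compounds past the cut are filed as inactive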
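Assay system: parental CHO cells; Read-out basis: percent inhibition of ATP-evoked calcium rise, normalized to controls; Benchmarks: ATP and no-ATP DMSO wells; Compound dosing: single nominal dose of 5.6 µM per compound; Signal: Fluo-8 calcium dye fluorescence; Also added: ATP as calcium-mobilizing challenge; Repeats: singlicate.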
TAAR1 antag – human TAAR1 antagonism; Q96RJ0; CHO RD-HGA16 TAAR1, Fluo-8 calcium fluorescence, antagonist; inhibition, % at 3 µM; hit rate 1.5% among 360,000; AID 624466;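 active = inhibition above a per-plate cutoff, the mean inhibition of test compounds on that plate plus 3 SD, cut at about 49% in these data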;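 note: 0% = DMSO plus EC80 beta-PEA response and 100% = DMSO alone without agonist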
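Assay system: CHO-derived RD-HGA16 cells stably expressing human TAAR1 plus Gα16. Timing: 140 s kinetic read after compound, 140 s after agonist. Technique: kinetic Fluo-8 calcium fluorescence measurement. Measure: % inhibition of agonist calcium response.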
V1R ag counter – counter-screen for oxytocin receptor agonists: human V1a receptor agonists | P37288 | CHO-V1R cells, Fluo-8 calcium fluorescence, agonist mode; 0% DMSO, 100% 3 nM vasopressin | activation, % at 3 µM | hit rate 0.25% among 320,000 | AID 2797;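 active = activation above the mean activation of all tested compounds plus 3 SD, per screening run, cut at about 20% in these data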;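 note: signal is peak over basal fluorescence ratio across a 100 second FLIPR read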
Target sequence (P37288 whole entry, looked up): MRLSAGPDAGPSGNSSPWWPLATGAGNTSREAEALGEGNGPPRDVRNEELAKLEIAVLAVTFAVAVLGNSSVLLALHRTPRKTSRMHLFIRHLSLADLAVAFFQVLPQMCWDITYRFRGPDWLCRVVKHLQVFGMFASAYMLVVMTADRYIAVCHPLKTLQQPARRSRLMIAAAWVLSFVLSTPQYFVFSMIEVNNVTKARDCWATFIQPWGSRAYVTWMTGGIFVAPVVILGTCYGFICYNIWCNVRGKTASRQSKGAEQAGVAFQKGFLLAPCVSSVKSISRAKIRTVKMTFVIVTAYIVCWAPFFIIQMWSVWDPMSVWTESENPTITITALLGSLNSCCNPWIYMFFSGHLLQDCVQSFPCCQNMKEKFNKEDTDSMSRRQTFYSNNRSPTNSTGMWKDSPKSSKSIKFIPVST
M1 ag – activates human CHRM1 receptor; CHO-K1 hM1, Fluo-8 calcium fluorescence, agonist mode; 0% DMSO, 100% acetylcholine EC100; activation, % at 3 µM; hit rate 0.33% among 360,000; P11229;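 active = activation above the run's mean compound activation plus 3 SD, cut at about 16% in these data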;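 note: peak over basal fluorescence ratio within a 140 s kinetic read after compound addition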
OXTR potentiator – potentiates the human oxytocin receptor response. P30559. CHO-OTR cells, Fluo-8 calcium fluorescence, potentiator mode; 0% = oxytocin EC15, 100% = EC100. activation, % at 3 µM. hit rate 0.061% among 320,000;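 active = activation above that plate's cutoff, the mean activation of tested compounds plus 3 SD, cut at about 6.6% in these data, passing the limit was not always enough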;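 note: 100% uses oxytocin at 75 nM as the full agonist control; some results filed as inactive read as strong as hits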
Target sequence (P30559 whole entry, looked up): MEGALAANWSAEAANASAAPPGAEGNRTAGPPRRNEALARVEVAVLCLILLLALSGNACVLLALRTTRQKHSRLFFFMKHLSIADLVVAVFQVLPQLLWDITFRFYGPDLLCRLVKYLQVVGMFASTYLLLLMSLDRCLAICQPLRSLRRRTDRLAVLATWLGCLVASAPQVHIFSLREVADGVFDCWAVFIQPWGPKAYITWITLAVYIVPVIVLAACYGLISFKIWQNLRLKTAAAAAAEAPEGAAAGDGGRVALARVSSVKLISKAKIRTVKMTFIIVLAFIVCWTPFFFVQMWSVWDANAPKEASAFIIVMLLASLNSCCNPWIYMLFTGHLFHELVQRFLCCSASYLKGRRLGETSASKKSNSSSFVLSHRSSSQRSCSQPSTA
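assay system = CHO-OTR cells, human receptor | schedule = compound 6 min at room temperature before oxytocin, 100 s read | detection = Fluo-8 intracellular calcium fluorescence, ex 470-495, em 515-575 nm | evaluation = normalized max/min fluorescence ratio, % activation | control set = EC15 oxytocin alone as 0%, 75 nM oxytocin (EC100) as 100%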
* = called active by the depositor; . = no result given; & = joins results of further samples. An unsorted share of the library; about 3.3% have a hit in one of these screens.

1: C/C(Cl)=C\Cn1c(Nc2ccc(C)cc2)nc2c1c(=O)n(C)c(=O)n2C
2: CCc1ccc(S(=O)(=O)N2CCN(c3ncccn3)CC2)cc1
3: COC(=O)c1ccccc1NC(=O)c1ccc2c(c1)OCCO2
4: COc1ccccc1N1CCN(c2cc(N3CCCC3)nc(C)n2)CC1
5: CCCCOC(=O)Cn1c(=O)oc2ccc(C)cc21
6: COCCn1nnnc1CN1CCC(Cc2ccccc2)CC1
7: Clc1cccc(Nc2nc(-c3cccnc3)cs2)c1
8: O=C(c1ccc2[nH]c3c(c2c1)CCCC3)N1CCN(c2ccc(F)cc2)CC1
9: CCCc1nc2oc3c(NCC4CCCO4)ncnc3c2c2c1COC(C)(C)C2 (configuration not stated)
10: CCCCn1c(NC(=O)C2CCCCC2)nc2ccccc21

assay / compound	1	2	3	4	5	6	7	8	9	10
CHO-K1 Ca ag	-0.7	1.3	0.6	0.9	0.1	-0.5	0.6	1.5	0.5	0.2
TAAR1 ag	6	-2	8	9	-1	-1	-1	2	3	16
CHO-K1 Ca antag	3	-6	14	-5	-4	15	-9	-4	-6	1
CHO-K1 Ca PAM	7	4	-5	1	20	-9	0	12	15	-3
CHO parental Ca	-24	13	-12	-5	12	17	-22	-16	-30	-19
TAAR1 antag	-13	-15	0	-7	-16	-27	-6	-5	3	-19
V1R ag counter	-0.9	1.8	0.3	0.3	-0.6	0.4	-1.3	2.7	0.8	-1.5
M1 ag	1	1	1	-8	-8	-4	-6	-5	-5	-5
OXTR potentiator	-4	-13	2	-3	-4	-15	-2	-6	2	-10

11: Cc1nc2c(OCc3ccc(OC(F)F)cc3)cccn2c1N(C)C(=O)CCC1CCCC1
12: COc1ccc(N(CC(=O)N2CCC(Cc3ccccc3)CC2)S(C)(=O)=O)cc1
13: CC(C)CCOc1ccc(C(=O)C[N+]2(C)CCOCC2)cc1
14: O=C(NC1CCCC1)C1c2ccccc2OCC(=O)N1Cc1cccnc1 (configuration not stated)
15: S=c1[nH]nc(-c2ccccn2)n1/N=C/c1ccco1
16: CCC1(c2ccc(F)cc2)NC(=O)N(CC(=O)Nc2ccc(C(N)=O)cc2)C1=O (configuration not stated)
17: Cc1ccc2cc(C#N)c(NCc3ccco3)nc2c1
18: Cc1cc(C)cc(N2C(=O)N(c3ccccc3C)C3CS(=O)(=O)CC32)c1 (configuration not stated)
19: CCCOc1ccc(N2CC(C(=O)Nc3ccc4c(c3)OCO4)CC2=O)cc1 (configuration not stated)
20: CCCn1c(SCC(=O)N2CCCCC2)nc2c1c(=O)n(C)c(=O)n2C

assay / compound	11	12	13	14	15	16	17	18	19	20
CHO-K1 Ca ag	4.9	0.5	-0.2	0.5	2.0	0.4	-0.5	0.5	-0.3	0.5
TAAR1 ag	2	6	0	8	11	0	8	7	-1	3
CHO-K1 Ca antag	-3	14	-1	-12	6	-5	-2	-11	6	-5
CHO-K1 Ca PAM	0	-11	4	4	-3	7	-1	9	-7	12
CHO parental Ca	.	-9	-2	.	-1	-2	-10	-13	4	-6
TAAR1 antag	78*	-19	-8	-32	-3	-16	1	0	-2	-4
V1R ag counter	.	2.4	4.3	.	0.4	0.2	-0.7	-0.5	-1.1	0.9
M1 ag	-5	-5	-6	.	-4	3	-3	-4	-3	-6
OXTR potentiator	.	-2	-13	.	-9	-8	-6	-1	-10	-9

21: O=C(/C=C/Nc1ccccc1F)c1cccs1
22: Cc1ccc(C(=O)OCC(=O)NC2CCCC2)cc1
23: COc1ccc(CNC(=O)COc2ccccc2C(=O)c2cnn(-c3ccccc3)c2)cc1OC
24: NC(c1csc(Nc2nccc(C(F)(F)F)n2)n1)C1CCCCC1 (configuration not stated)
25: COc1cc(C(C)=O)ccc1OCC(O)CNCC(O)c1ccccc1 (configuration not stated)
26: CCOc1nc2ccccc2cc1/C=C/C(=O)O
27: Cn1c(SCC(=O)NNC(=O)Nc2ccc(Cl)cc2)nnc1-c1ccccc1
28: COc1cc(C)nc(N(C)C(C)=O)n1
29: COc1ccccc1/C=C(/C(=O)OCC(=O)Nc1ccccc1C(C)C)c1ccccc1
30: N#C/C(=C\c1ccc(N2CCOCC2)o1)C(=O)N1CCOCC1

assay / compound	21	22	23	24	25	26	27	28	29	30
CHO-K1 Ca ag	0.0	2.2	7.1	0.6	4.7	-0.3	.	-0.1	1.1	4.5
TAAR1 ag	1	3	10	44*	91*	4	3	1	9	10
CHO-K1 Ca antag	-8	-13	-1	11	-5	-25	.	-2	-3	-11
CHO-K1 Ca PAM	24	15	3	-6	0	13	.	0	-10	24
CHO parental Ca	-24	3	-21	.	-18	-16	-12	2	-21	-3
TAAR1 antag	0	-13	54*	30	36	-16	-2	-11	22	-12
V1R ag counter	0.2	-0.2	5.8	.	0.5	0.7	-1.2	1.0	0.6	7.1
M1 ag	0	-6	-2	1	-7	-4	.	0	-5	3
OXTR potentiator	-2	2	-7	.	-18	-1	-2	-4	-10	-5

One compound at a time (already shown). Screens in order: CHO-K1 Ca ag, TAAR1 ag, CHO-K1 Ca antag, CHO-K1 Ca PAM, CHO parental Ca, TAAR1 antag, V1R ag counter, M1 ag, OXTR potentiator
Results for CCCOc1ccc(N2CC(C(=O)Nc3ccc4c(c3)OCO4)CC2=O)cc1 (configuration not stated) = -0.3, -1, 6, -7, 4, -2, -1.1, -3, -10
Results for COCCn1nnnc1CN1CCC(Cc2ccccc2)CC1 = -0.5, -1, 15, -9, 17, -27, 0.4, -4, -15
Results for Cc1cc(C)cc(N2C(=O)N(c3ccccc3C)C3CS(=O)(=O)CC32)c1 (configuration not stated) = 0.5, 7, -11, 9, -13, 0, -0.5, -4, -1

Other records follow:
31: CC(C)(C)OC(=O)N1CCN(Cc2ccc(F)c(B(O)O)c2)CC1
32: C=CCN(C(=O)c1ccc2snnc2c1)c1ccccc1
33: Cc1cc(C)cc(NC(=O)C(OC(=O)c2sccc2C)c2ccccc2)c1 (configuration not stated)
34: CCCC/C(O)=C/c1nc2ccccc2[nH]c1=O
35: Cc1ccc(CC2CC(=O)N(c3nc(C)cc(C)n3)C2=O)cc1 (configuration not stated)
36: CCn1c(O)c(/C=C2\C=NN=C2c2ccccc2)sc1=S
37: O=C(CSc1nnc2ccccn12)NC(=O)c1ccccc1Cl
38: CC(C)CNC(=O)NC(=O)COc1ncnc2sccc12
39: CC(=O)Nc1ccc(N=NN2CCOCC2)cc1
40: CC(=O)c1ccc(NC(=O)CCCCCn2nnc3ccccc3c2=O)cc1

assay / compound	31	32	33	34	35	36	37	38	39	40
CHO-K1 Ca ag	0.7	1.2	-0.3	0.4	0.3	0.9	-0.5	-0.6	1.0	2.8
TAAR1 ag	1	2	-4	11	12	4	4	15	2	2
CHO-K1 Ca antag	-13	-5	-2	-14	-2	0	-8	4	-3	-8
CHO-K1 Ca PAM	8	29	-5	17	-3	4	0	-6	24	-19
CHO parental Ca	.	0	-10	-20	-4	-37	0	-3	11	-14
TAAR1 antag	-7	-21	6	2	-9	19	-2	-9	7	4
V1R ag counter	.	-1.3	2.5	-1.1	1.1	0.8	2.4	0.9	1.3	2.8
M1 ag	-1	-10	-7	-1	-7	-3	-4	-2	-7	-3
OXTR potentiator	.	-13	-6	-13	0	-3	-9	4	-3	-5

41: O=C(NCc1nnc(SCC(=O)N2CCC(Cc3ccccc3)CC2)o1)c1ccco1
42: NNC(=O)c1sccc1OCc1ccc(Cl)cc1
43: Cc1c(NC(=O)c2ccco2)c(=O)n(-c2ccccc2)n1C
44: N#CC1=C(N)Oc2cc(O)ccc2C1c1ccccc1 (configuration not stated)
45: CCOc1ccc(C2C3=C(CCCC3=O)Nc3nc(C(F)(F)F)nn32)cc1OC (configuration not stated)
46: COC[C@H]1CCCN1[C@@H]1CS(=O)(=O)N[C@H]1COCc1ccccc1
47: CCN1C(=O)/C(=C2/Sc3ccccc3N2CCCS(=O)(=O)O)SC1=S
48: Cc1cc(C)cc(N(C(=O)Cc2cccs2)C(C(=O)NC2CCCCC2)c2ccccn2)c1 (configuration not stated)
49: CCOc1ccc(CN2CCN(Cc3cn(CC)nc3C)CC2CCO)cc1 (configuration not stated)
50: O=C(Nc1ccccc1)n1ccc(-c2ccc(-n3ccnc3)cc2)n1
51: CC1(C)CC=CC(COC(=O)c2ccccc2C(=O)O)C1 (configuration not stated)

assay / compound	41	42	43	44	45	46	47	48	49	50	51
CHO-K1 Ca ag	12	0.4	0.4	2.3	-0.6	0.1	0.5&0.0	0.0	0.0	.	-0.1
TAAR1 ag	4	4	0	6	0	2	23&8	4	3	25	1
CHO-K1 Ca antag	-11	1	-3	0	9	21	9&0	-7	-11	.	-1
CHO-K1 Ca PAM	12	13	4	8	-8	-2	-6&7	6	16	.	-18
CHO parental Ca	-27	-55	-10	-13	-15	.	8	-17	-16	-6	.
TAAR1 antag	-3	0	2	13	-24	-14	-6&-14	-13	20	3	-6
V1R ag counter	-0.6	0.3	1.1	0.9	0.0	.	0.3	-1.7	0.2	1.7	.
M1 ag	-8	-8	-2	-1	-4	-10	0&-4	-6	-12	.	-5
OXTR potentiator	-4	-16	5	-13	-9	.	-7	-6	-11	-4	.
